IDH1 mut inh: inhibitors of human IDH1 R132H. O75874. IDH1 R132H reductase, diaphorase/resazurin fluorescence, 60 min. inhibition, % at 10 µM. 0.18% of 70,000 active. AID 624101; in the data active means inhibition above about 34%;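 further: 0% = DMSO and 100% = no enzyme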
PRC2 inh: inhibitors of human EZH2/PRC2 methyltransferase; PRC2 H3K27 methylation, DELFIA TRF, 1 h; AID 651548; Q15910; inhibition, % at 12.5 µM; 0.35% of 57,000 active;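 active means mean inhibition of replicates at least 50% and every single replicate also reaching 50%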;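 further: dimethyl H3K27 on biotinylated H3 21-44 peptide detected by antibody; plate controls were median neutral control wells for no effect and median positive control wells for full effect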
Active calls of the source: *; . = no result given.

SMILES	IDH1 mut inh	PRC2 inh
C[C@]12CC[C@H](O)C[C@H]1CC[C@@H]1[C@@H]2C[C@@H](O)[C@]2(C)[C@@H](C3=CC(=O)OC3)CC[C@]12O	-0.2	-11
C=C1[C@@H](C)[C@H]2[C@H](Cc3ccccc3)NC(=O)[C@]23[C@H](OC(C)=O)C=C[C@](C)(O)C(=O)[C@@H](C)C/C=C/[C@H]3[C@@H]1O	0.5	.
COc1cc2cc(c1Cl)N(C)C(=O)CC(OC(=O)C(C)C)C1(C)OC1C(C)C1CC(O)(NC(=O)O1)C(OC)/C=C/C=C(/C)C2 (centres undefined)	.	6
COc1ccc(OC(=O)N(C)C[C@H]2OCc3cnnn3CCCC(=O)N([C@H](C)CO)C[C@H]2C)cc1	-0.2	0
Cn1c2c(c3ccccc31)CCNCC2	0.2	-10

Complete entries from above:
Cn1c2c(c3ccccc31)CCNCC2 in the list: IDH1 mut inh: 0.2; PRC2 inh: -10
C[C@]12CC[C@H](O)C[C@H]1CC[C@@H]1[C@@H]2C[C@@H](O)[C@]2(C)[C@@H](C3=CC(=O)OC3)CC[C@]12O in the list: IDH1 mut inh: -0.2; PRC2 inh: -11

The list is partial, so the mix of outcomes need not match the whole.
